Siah-1 displacement: Siah-1 peptide-binding antagonists, primary screen, biochemical, fluorescence polarization, rhodamine-plectin, uHTS (AID 1817) | Siah-1 / rhodamine-plectin peptide fluorescence polarization; higher % means a stronger effect | one-dose displacement, % at 20 µM; IC50 in µM for titrated hits | 0.02% of 290,000 active;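 active means displacement of at least 50% at 20 µM, with a fluorescence ratio check between 0.3 and a set limit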;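 further: plate controls were Siah plus tracer with DMSO for no effect and tracer alone without Siah for full effect; strong numbers were not always called active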
Dengue-2 NS5 capping: flavivirus cap methylation enzyme inhibition – biochemical, confirmation dose response, primary screen (AID 588689). Dengue-2 NS5 methyltransferase capping enzyme assay, biochemical; higher % means a stronger effect. inhibition, % at 25 µM; hits with a dose series show IC50 in µM. 0.3% of 340,000 active; in the data active means a potency from the dose series
Myeloid diff MLP: myeloid differentiation induction | ER-HoxA9 myeloid progenitors, lysozyme-GFP differentiation, flow cytometry | 1% of 360,000 active | calls only at 10 µM;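 active means normalized GFP-positive differentiation at or above the plate's own cutoff, the solvent-only control mean plus 3 SD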;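 further: cells exposed to compound for four days before flow analysis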
LYP inhibition: PTPN22 lymphoid phosphatase activity blockers – biochemical, fluorescence intensity, uHTS (AID 1779); recombinant LYP phosphatase, fluorescence intensity; higher % means a stronger effect; one-dose inhibition, % at 11.5 µM; IC50 in µM for titrated hits; 0.054% of 290,000 active;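 further: plate controls were vehicle with enzyme for no effect and no enzyme for full effect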
NOD2 inhibition: NOD2 signaling inhibitors, cell-based, luminescence, uHTS, HEK293 (AID 1566). inhibition, % at 4 µM, or EC50 in µM where a hit was titrated. 0.63% of 290,000 active. HEK293 NOD2/NF-kB luciferase reporter, luminescence; higher % means a stronger effect; further: many of its hits are not listed in these tables
Lipid droplet: hepatic lipid droplet formation modulation; AML12 mouse hepatocytes, oleate lipid droplets, BODIPY imaging; inhibition, % at 6.5 µM; 0.4% of 240,000 active;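 active means lipid droplet intensity inhibited by at least 50%, with more than 500 cells counted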
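Assay system: AML12 hepatocytes (mouse) / Also added: 100 µM oleic acid challenge / Times: overnight treatment with compound plus oleate / Detection: high-content imaging of BODIPY-stained droplets and DAPI nuclei / Evaluation: % inhibition of lipid droplet signal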
XIAP antagonists: small molecules displacing peptide from XIAP – biochemical, IAP family, fluorescence polarization (AID 1018); XIAP BIR domain, fluorescence polarization peptide displacement; higher % means a stronger effect; displacement, % at 20 µM, or IC50 in µM where a hit was titrated; 0.007% of 200,000 active; in the data active means displacement above about 50%; further: a part of the inactive calls stands beside numbers as strong as those of hits
HIV fusion peptide: inhibitors of HIV fusion peptide binding, primary screen, biochemical, uHTS, fluorescence dequenching (AID 1986); cell-free peptide binding, fluorescence dequenching, 30 min; higher % means a stronger effect; inhibition, % at 20 µM; hits with a dose series show IC50 in µM; 0.3% of 290,000 active; in the data active means inhibition mostly above about 52%, no sharp cut-off; inactive means mostly below about 76%; further: some results filed as inactive read as strong as hits
AID2073: inhibitors of Mint1-CaV2.2 protein interaction, biochemical, HTRF (AID 2073) | HTRF protein-protein interaction, Mint1-CaV2.2; higher % means a stronger effect | inhibition, % at 20 µM; hits with a dose series show IC50 in µM | 0.19% of 290,000 active; in the data active means inhibition mostly above about 51%, no sharp cut-off; further: some results filed as inactive read as strong as hits
Lipid droplet cells 6.5 µM: second read-out of Lipid droplet, no call of its own (marks repeat the call); cell count; measured here: cell count, cytotoxicity flag;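 cells counted across two imaged fields per well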
Dengue-2 NS5 capping pilot replicate: second read-out of Dengue-2 NS5 capping, no call of its own (marks repeat the call); inhibition, %; measured here: pilot screen replicate inhibition
Myeloid diff MLP GFP+ MAC1+ %: recorded beside Myeloid diff MLP, whose call it bears; GFP+ MAC1+ double positive, %; measured here: differentiation confirmed by MAC1 staining
Numbers without * were called inactive; i = inactive; / = not tested or not shown; & = joins results of further samples. Unless noted, no stated cut-off is given here; in the data, active means inhibition above about 50%; inactive means the rest. Only part of the results is shown; count on the stated rates, not on these rows.

SMILES	Siah-1 displacement	Dengue-2 NS5 capping	Myeloid diff MLP	Myeloid diff MLP GFP+ MAC1+ %	LYP inhibition	NOD2 inhibition	Lipid droplet	Lipid droplet cells 6.5 µM	XIAP antagonists	HIV fusion peptide	AID2073	others
COc1ccc(NC(=S)Nc2ccc3nsnc3c2)cc1	49%	28%	i	0.3	-5%	-25%	2	535	0.9%	15%	14%
Cc1ccc(/C=N/NC(=O)CC(=O)NCc2cccnc2)cc1	-2%	0%	i	1.2	-5%	11%	2	640	-1.9%	-0.1%	5%
CC(C)c1ccc(NC(=S)N2CCCC(c3ccc(F)cc3)=N2)cc1	-1%	-1%	i	0.6	10%	-3%	20	726	/	0.1%	0%
CC(=O)CCc1c[nH]c2c(C(=O)O)cccc12	-4%	-1%	i	0.5	-8%	3%	10	730	-6.3%	-2.1%	4%
c1ccc2nc3c(cc2c1)CCCCCC3	6%	0%	i	3.3	-4%	21%	14	758	-2.1%	-0.3%	18%
Cc1ccnc(NS(=O)(=O)c2ccc(N3C(=O)C4CCCCC4C3=O)cc2)n1 (centres undefined)	-2%	4%	i	0.4	-10%	-2%	-3	695	/	-0.2%	25%
OC1(c2ccc(F)cc2)CCN(Cc2cccnc2)CC1	4%	-17%	i	0.3	-10%	-11%	-5	788	/	-0.6%	6%
CC(NC(N)=O)C(=O)OCC(=O)c1ccc(-c2ccccc2)cc1 (centres undefined)	-2%	-1%	i	0.3	-1%	-1%	6	680	-6.6%	0.1%	23%
CCN(CC(=O)NCc1ccc(F)cc1)C(=O)c1ccc(COc2ccccc2)cc1	-1%	2%	i	0.3	-3%	-39%	29	843	/	-0.8%	18%
COC(=O)CN(c1ccc(OC)c(OC)c1)S(C)(=O)=O	0%	4%	i	0.4	-5%	-13%	0	631	-4.8%	-1.0%	-8%
COc1ccc(NC(=O)CSc2nc3c(c(=O)n2-c2ccc(F)cc2)SCC3)c(OC)c1	2%	9%	i	1.3	0%	13%	12	663	-8.4%	1.5%	9%
C/C(=N\N=C(N)N)c1ccc(C)c(C)c1	0%	-4%	i	0.3	-8%	11%	0	727	/	2.0%	7%
CCOC(=O)C1(CC)NC(c2ccc(N(C)C)cc2)C2C(=O)N(C)C(=O)C21 (centres undefined)	-2%	-6%	i	0.8	-10%	-6%	/	/	-2.8%	0.3%	-4%
CC(=O)N1CCN(C(=O)COc2ccccc2C(=O)Nc2ccccc2)CC1	1%	2%	i	0.2	-8%	-12%	4	674	-2.1%	1.0%	-4%
CCOc1ccccc1NC(=O)COC(=O)CC(NC(N)=O)c1ccc(Cl)cc1 (centres undefined)	6%	-6%	i	0.9	-7%	14%	0	716	-16%	-1.0%	-4%
C/C(=N\NC(=O)C1CCCN(S(=O)(=O)c2ccccc2)C1)c1cccnc1 (centres undefined)	4%	-7%	i	0.5	-9%	12%	-1	680	2.3%	1.6%	-10%
CC(C)c1csc(CN2CCC(CO)(Cc3ccccc3)CC2)n1	-2%	-2%	i	0.0	-5%	-16%	1	718	0.3%	-0.8%	6%
COc1ccc(CCNC(=O)c2nc3ncccn3n2)cc1OC	-2%	1%	i	0.1	-3%	4%	-5	704	-1.3%	-0.1%	2%
O/N=C1\CCCc2nnc3c(c21)CCCC3	-3%	9%	i	0.0	-6%	-1%	/	/	0.2%	-1.4%	-1%
COC(=O)CN1C(=O)COc2ccc(Cl)cc21	0%	-4%	i	1.8	-7%	14%	-4	668	-5.6%	-1.8%	-6%
O=C(NCC(=O)N1CCC2(CC1)NCCc1[nH]cnc12)c1ccc(Br)cc1	0%	1%	i	4.1	-8%	11%	0	725	/	-0.2%	7%
COc1cc(NC(=O)CSc2nc(C)cc(C)n2)cc(OC)c1OC	16%	-8%	i	1.1	-7%	4%	1	484	-0.9%	0.2%	-5%
O=C(N/N=C/c1cc([N+](=O)[O-])ccc1O)/C(=C\c1cccs1)NC(=O)c1ccccc1	-3%	-12%	i	0.2	-1%	19%	21	627	-2.6%	23%	26%
CCN1CCN(C(=O)c2nn(-c3ccc(OC)cc3)c(=O)c3c2c2ccccc2n3C)CC1	-3%	-7%	i	0.5	-1%	17%	2	737	-1.7%	-0.2%	7%
Nc1nc(SCC(=O)Nc2ccc3c(c2)CCC3)n[nH]1	-2%	-7%	i	0.7	-4%	5%	-2	713	0.2%	-0.9%	3%
c1ccc(COC2CCCN(Cc3nc(-c4cnccn4)no3)C2)cc1 (centres undefined)	-1%	1%	i	1.6	-6%	10%	-2	721	-11%	-1.3%	3%
O=C1CC(c2ccc3c(c2)OCCO3)Oc2ccccc21 (centres undefined)	-1%	-2%	i	2.1	-10%	-29%	-2	721	/	1.5%	4%
CCOc1cc(S(=O)(=O)NCc2cccnc2)c(C)cc1C	4%	-14%	i	0.3	-8%	2%	12	711	-6.0%	0.1%	6%
O=S(=O)(c1cccs1)N1CCN(c2ncccn2)CC1	6%	-7%	i	1.4	-2%	13%	-2	706	-1.5%	-0.4%	0%
COc1ccccc1-c1c(C)nn2c(N3CCN(c4ccccc4OC)CC3)cc(C)nc12	-4%	-3%	i	3.2	20%	-1%	/	/	-7.3%	3.9%	12%
CCn1nc(NC(=O)c2ccccn2)c2cc3cc(C)ccc3nc21	2%	5%	i	1.7	-2%	-20%	/	/	-3.3%	2.5%	9%
COc1ccccc1CCC(=O)N(C)CC(=O)Nc1ccc(Cl)c(C(F)(F)F)c1	11%	1%	i	1.4	-4%	11%	-5	866	/	1.8%	-6%
CCOc1cc(N2CCOCC2)c(OCC)cc1NCC(=O)N1CCN(Cc2ccccc2)CC1	-2%	3%	i	0.4	-11%	3%	1	681	/	-2.2%	-2%
Cc1cc(C)c(N(C(=O)Cn2nnc3ccccc32)C(C(=O)NC(C)(C)C)c2ccsc2)c(C)c1 (centres undefined)	2%	2%	i	1.9	4%	7%	-41	551	0.9%	0.6%	-3%
CCc1cccc2c(C(=O)CSc3nncn3-c3ccccc3OC)c[nH]c12	7%	-11%	i	0.7	-10%	25%	28	652	38%	-1.5%	30%
Cc1ccc(CNC(=O)C2CCN(S(=O)(=O)N3CCC4(CC3)OCCO4)CC2)cc1	7%	0%	i	0.4	-6%	13%	2	724	1.2%	-0.2%	6%
CC(CC(=O)Nc1ccccc1)n1ccnc1 (centres undefined)	-1%	6%	i	0.3	-8%	9%	9	675	-5.9%	-0.6%	-1%
CCOC(=O)c1c(C)[nH]c(C)c1S(=O)(=O)N(C)CC(=O)N1CCN(c2ccc(OC)cc2)CC1	0%	2%	i	1.3	-5%	14%	-7	670	/	-0.2%	5%
COc1cccc(N=c2oc3c(C)ncc(CO)c3cc2C(N)=O)c1	1%	-3%	i	1.5	-6%	-4%	/	/	0.0%	-1.4%	-2%
O=C(CCc1ccccc1)N1CCN(c2ccccn2)CC1	-1%	-1%	i	0.1	-2%	-10%	-20	620	0.9%	-1.4%	5%
CCOC(=O)C1CCCN(C(=O)c2ccc3c(c2)N(Cc2ccccc2)C(=O)c2ccccc2S3=O)C1 (centres undefined)	-7%	-7%	i	0.2	-5%	5%	-6	749	5.8%	1.2%	-9%
C=CCc1cccc(/C=N/NC(=O)c2ccccc2OC)c1O	24%	-1%	i	1.8	3%	-6%	-15	639	-5.4%	-1.0%	-5%
COc1ccc(N2CCN(C3CC(=O)N(Cc4ccccc4)C3=O)CC2)cc1 (centres undefined)	6%	-5%	i	1.1	-6%	11%	1	688	-6.3%	-2.0%	18%
Cc1ccc(-c2n[nH]c(Cc3ccccc3)n2)cc1	1%	-2%	i	3.5	-13%	-32%	-64	728	/	2.8%	6%
Cc1c(C(=O)O)oc2c1C(O)CC(C)(C)C2 (centres undefined)	6%&-1%	11%&-5%	i	0.6&1.2	-4%&-4%	17%&13%	0	759	-15%&-4.2%	-1.6%&1.8%	4%&25%	Dengue-2 NS5 capping pilot replicate=2.7
COc1ccc(Cc2nc3ccc(S(=O)(=O)N4CCOCC4)cc3[nH]2)cc1OC	5%	-6%	i	1.0	-5%	6%	/	/	-20%	-0.8%	6%
CN1CC(=O)N2C(c3cccc([N+](=O)[O-])c3)c3[nH]c4ccccc4c3C[C@H]2C1=O (some centres undefined)	-2%	3%	/	/	-7%	7%	1	765	/	-2.5%	5%
O=C(Nc1cccc([N+](=O)[O-])c1)c1ccc2c(c1)C(=O)N(c1ccccn1)C2=O	5%	-5%	i	0.5	-6%	-21%	16	760	/	-0.5%	-22%
Cc1c(C(=O)Nc2ccc3c(c2)CCC3)cccc1[N+](=O)[O-]	-4%	-2%	i	0.8	-6%	-33%	6	650	-3.2%	-2.7%	-1%
Cc1ccc(N(CCC#N)C(=O)CN2C(=O)NC(Cc3ccccc3)C2=O)cc1 (centres undefined)	4%	-6%	i	0.5	-8%	18%	29	693	-4.9%	-0.7%	-11%

Five entries picked at random from those above:
SMILES	Siah-1 displacement	Dengue-2 NS5 capping	Myeloid diff MLP	Myeloid diff MLP GFP+ MAC1+ %	LYP inhibition	NOD2 inhibition	Lipid droplet	Lipid droplet cells 6.5 µM	XIAP antagonists	HIV fusion peptide	AID2073	others
Cc1c(C(=O)Nc2ccc3c(c2)CCC3)cccc1[N+](=O)[O-]	-4%	-2%	i	0.8	-6%	-33%	6	650	-3.2%	-2.7%	-1%
CN1CC(=O)N2C(c3cccc([N+](=O)[O-])c3)c3[nH]c4ccccc4c3C[C@H]2C1=O (some centres undefined)	-2%	3%	/	/	-7%	7%	1	765	/	-2.5%	5%
O=C(Nc1cccc([N+](=O)[O-])c1)c1ccc2c(c1)C(=O)N(c1ccccn1)C2=O	5%	-5%	i	0.5	-6%	-21%	16	760	/	-0.5%	-22%
CCOC(=O)C1CCCN(C(=O)c2ccc3c(c2)N(Cc2ccccc2)C(=O)c2ccccc2S3=O)C1 (centres undefined)	-7%	-7%	i	0.2	-5%	5%	-6	749	5.8%	1.2%	-9%
C=CCc1cccc(/C=N/NC(=O)c2ccccc2OC)c1O	24%	-1%	i	1.8	3%	-6%	-15	639	-5.4%	-1.0%	-5%

Later entries
SMILES	Siah-1 displacement	Dengue-2 NS5 capping	Myeloid diff MLP	Myeloid diff MLP GFP+ MAC1+ %	LYP inhibition	NOD2 inhibition	Lipid droplet	Lipid droplet cells 6.5 µM	XIAP antagonists	HIV fusion peptide	AID2073	others
CC1CCCN(C(=O)CSc2nc3ncccc3[nH]2)C1 (centres undefined)	-6%	-4%	i	0.2	-1%	-54%	7	696	-4.1%	-0.9%	5%
C=CCN1C(c2ccc(OCC)cc2)=CS/C1=C(\C#N)c1nnc2n1CCCCC2	1%	1%	i	0.4	34%	20%	-30	555	-5.3%	-1.4%	-12%
O=C(/C=C/c1ccc([N+](=O)[O-])cc1)c1ccco1	-6%	-10%	i	0.4	-1%	14%	-3	821	/	-3.0%	22%
COc1ccc(-c2cc(C(=O)N3CCCCCC3)c3cc(C)ccc3n2)cc1	1%	6%	i	0.8	-17%	21%	17	692	/	-0.4%	26%
CCCCNC(=O)Oc1c(Br)cc2sc(=O)oc2c1Br	-6%	/	/	/	-3%	11%	5	676	/	54%*	-48%

Assay outcomes (PubChem)
